rTrxR1 inhibitor = inhibitors of rat thioredoxin reductase 1; recombinant rTrxR1, NADPH fluorescence consumption, selenite substrate; actives 1% (n = 390,000); Potency, µM (highest dose often 114 µM), for inactives: at the top dose activity change, negative = inhibition, most hits filed as inhibitors; O89049; further: potency means the concentration at half of the fitted maximal effect; on the % scale 0 is the no-effect control and ±100 the full control effect; nearly all actives have a fitted effect of over 65% in size
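Rat TrxR1 (90 nM in the dispensed reagent) was pre-reduced with 400 uM NADPH for 5 min at room temperature, then incubated with compound for 15 min. After 400 uM selenite was added, NADPH fluorescence (Ex 340/Em 450 nm) was followed for 8 min.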
USP1-UAF1 inh = blocks the human USP1/UAF1 deubiquitinase complex | O94782 | recombinant USP1/UAF1, Ub-Rhodamine cleavage fluorescence | Potency, µM (titrated, usually from 57.1 µM), for the others: at the top dose activity change, negative = inhibition, actives largely listed as inhibitors | actives 0.23% (n = 390,000) | AID 743255; further: potency means the concentration at half of the fitted maximal effect; on the % scale 0 is the no-effect control and ±100 the full control effect; nearly all actives have a fitted effect of over 60% in size; inactives centre near -12
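1 nM enzyme complex + cpd, 15 min RT; start with Ub-Rho 150nM final; kinetic fluorescence ex 480/em 540, 6 reads q60 s. Buffer 50mM HEPES pH 7.8, 0.5mM EDTA, 0.1 mg/ml BSA, 1mM TCEP, 0.01% Tween-20.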
RGS4 inhibitor = blocks human RGS4-accelerated GTP hydrolysis; AID 504845; P49798; Potency, µM (top dose mostly 114 µM), inactives show at the top dose activity change, negative = inhibition, usual class: inhibitors; Transcreener GDP fluorescence polarization, RGS4-accelerated GTP hydrolysis; actives 0.039% (n = 390,000); further: potency means the concentration at half of the fitted maximal effect; on the % scale 0 is the no-effect control and ±100 the full control effect; nearly all actives have a fitted effect of over 75% in size; some results filed as inactive show a strong effect at the top dose
Target sequence (P49798 whole entry, looked up): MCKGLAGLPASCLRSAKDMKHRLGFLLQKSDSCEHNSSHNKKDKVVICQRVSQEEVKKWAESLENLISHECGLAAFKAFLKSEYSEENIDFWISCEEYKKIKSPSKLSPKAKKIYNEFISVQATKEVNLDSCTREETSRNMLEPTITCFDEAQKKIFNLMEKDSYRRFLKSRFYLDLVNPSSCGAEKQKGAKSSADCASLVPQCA
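MLSMR compounds (23 nl, pin-transferred) preincubated 10 min at room temperature with a 500nM (2x) first reagent, then RGS4 at 900nM (2x) plus Transcreener GDP mix added; fluorescence polarization (620/688 nm) read before and after 90 min at 30 °C.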
LDHA inh = LDHA (human) enzyme inhibition. P00338. purified LDHA, NADH/diaphorase-resazurin fluorescence; stronger effect = lower value. activity change, % (values are at about 110 or 230 µM). actives 0.15% (n = 480,000); in the data active means activity change below about -30%; inconclusive means mostly about -25% to -30%;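 further: plate controls were DMSO wells for no effect and wells without enzyme for full effect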
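Resorufin fluorescence (ex540/em590), read at 0 and 20 min after diaphorase/resazurin addition, reports the NADH left after a 5 min room-temperature reaction of 2 nM human LDH5 with 0.06 mM NADH and 0.2 mM pyruvate.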
TrxR1 substrate = rat thioredoxin reductase 1 substrate activity; actives 0.01% (n = 390,000); purified TrxR1 substrate turnover, NADPH consumption readout; Potency, µM (highest dose often 114 µM), for the others: top-dose activity change, negative = substrate turnover; O89049; further: potency means the concentration at half of the fitted maximal effect; on the % scale 0 is the no-effect control and ±100 the full control effect; nearly all actives have a fitted effect of over 50% in size
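Rat TrxR1, dispensed at 90 nM, was prereduced with 400 uM NADPH (final) for 5 min at ~22 deg C, then incubated with compound 15 min before 400 uM selenite. A first-read NADPH fluorescence drop versus no-compound background flagged substrates.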
Vif-A3F inh = blocks the Vif interaction with APOBEC3F; HeLa A3F-eYFP + Vif (tagged APOBEC3F with the HIV-1 protein that degrades it), YFP fluorescence increase; Potency, µM (titrated, usually from 46.1 µM), for inactives: top-dose activity, negative = active; actives 0.2% (n = 390,000); further: potency means the concentration at half of the fitted maximal effect; % of control where 0% means no effect; nearly all actives have a fitted effect of over 65% in size
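HeLa cells stably expressing Vif plus C-terminally eYFP-tagged A3F were seeded, incubated overnight at 37 deg C, dosed with compound, incubated overnight again at 37 deg C. Yellow fluorescence (Ex 488/Em 500-530) reported blocked Vif-mediated A3F-eYFP degradation.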
Vif-APOBEC3G blk = Vif-A3G binding inhibition. HeLa A3G-eYFP + Vif (tagged APOBEC3G with the HIV-1 protein that degrades it), YFP fluorescence, overnight. Potency, µM (highest dose often 46.1 µM), for the others: at the highest dose activity, negative = active, most hits filed as inhibitors. AID 602310. Q9HC16. actives 0.076% (n = 410,000);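 further: potency means the concentration at half of the fitted maximal effect; on the % scale 0 is the no-effect control and ±100 the full control effect; nearly all actives have a fitted effect of over 60% in size; hits raise eYFP signal because A3G escapes Vif-driven loss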
Target sequence (Q9HC16 whole entry, looked up): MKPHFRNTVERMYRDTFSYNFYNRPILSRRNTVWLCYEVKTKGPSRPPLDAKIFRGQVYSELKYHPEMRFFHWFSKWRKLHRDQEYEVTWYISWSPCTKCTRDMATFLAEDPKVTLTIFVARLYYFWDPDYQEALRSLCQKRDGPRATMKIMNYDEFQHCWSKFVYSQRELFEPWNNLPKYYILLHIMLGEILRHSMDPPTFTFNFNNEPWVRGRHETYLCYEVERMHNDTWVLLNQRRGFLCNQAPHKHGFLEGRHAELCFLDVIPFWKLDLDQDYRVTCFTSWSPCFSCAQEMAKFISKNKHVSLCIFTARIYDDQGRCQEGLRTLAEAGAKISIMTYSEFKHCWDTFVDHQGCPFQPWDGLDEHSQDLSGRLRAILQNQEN
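HeLa cells stably expressing Vif and C-terminally eYFP-tagged A3G, seeded overnight at 37 deg C, then exposed to compound by pintool overnight at 37 deg C. Rise in yellow fluorescence (Ex 488/Em 500-530, Acumen) marks blocked Vif-driven A3G degradation.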
IDH1 R132H inh = inhibitors of human mutant IDH1 R132H. Potency, µM (titrated, usually from 76.6 µM), inactives show top-dose activity change, negative = inhibition, actives largely listed as inhibitors. AID 602179. O75874. IDH1-R132H enzyme, NADPH consumption, diaphorase/resazurin fluorescence. actives 0.093% (n = 390,000); further: potency means the concentration at half of the fitted maximal effect; on the % scale 0 is the no-effect control and ±100 the full control effect; nearly all actives have a fitted effect of over 65% in size
Target sequence (O75874 whole entry R132H, stated change not applied): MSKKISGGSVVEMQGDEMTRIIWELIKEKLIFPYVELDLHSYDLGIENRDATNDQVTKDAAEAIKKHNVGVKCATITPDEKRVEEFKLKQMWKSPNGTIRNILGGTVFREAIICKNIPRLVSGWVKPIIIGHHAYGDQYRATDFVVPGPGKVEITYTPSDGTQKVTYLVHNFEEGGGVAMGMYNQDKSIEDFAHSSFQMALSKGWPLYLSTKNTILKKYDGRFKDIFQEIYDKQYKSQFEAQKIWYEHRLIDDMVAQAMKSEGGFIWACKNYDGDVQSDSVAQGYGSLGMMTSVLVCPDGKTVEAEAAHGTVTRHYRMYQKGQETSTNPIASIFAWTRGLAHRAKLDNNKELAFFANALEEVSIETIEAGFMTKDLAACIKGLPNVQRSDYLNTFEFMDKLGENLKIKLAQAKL
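IDH1-R132H (0.5 ug/mL) preincubated 30 min with compound, then NADPH (0.016 mM) and alpha-KG (2 mM) added; 80 min at RT, pH 7.5. Remaining NADPH coupled via diaphorase/resazurin to fluorescence (540/590 nm); concentration-response curves normalized to no-enzyme control.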
GRP78 ERSR act = inducers of ER stress response in human glioma cells | U87-MG GRP78 promoter luciferase reporter, 16 h | Potency, µM, inactives show top-dose activation, hits mostly activators | actives 0.02% (n = 420,000); further: potency means the concentration at half of the fitted maximal effect; series mostly up to about 76 µM; % of control where 0% means no effect; nearly all actives have a fitted effect of over 35% in size
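Stably transfected U87-MG glioma cells carrying a GRP78-based luciferase sensor; 16 h compound incubation. Luminescence end-point read 10 min after Bright-Glo addition at room temperature.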
* hit, by the source's call; u = inconclusive; x = not tested or not shown; & = joins results of further samples; [ ] = another dose, or the depositor's remark. Unless noted, the call rests on the fitted dose curve; in most records, active means well fitted curve in the direction sought with a large enough effect; inconclusive means small, poorly fitted or top-dose-only effect, or another doubt; inactive means no such curve, though single readings can be large; an effect the other way counts as inactive or inconclusive. This is a subset; rates above refer to the full screens.

SMILES | rTrxR1 inhibitor | USP1-UAF1 inh | RGS4 inhibitor | LDHA inh | TrxR1 substrate | Vif-A3F inh | Vif-APOBEC3G blk | IDH1 R132H inh | GRP78 ERSR act
CCOc1ccc(CN2CCN(C(=O)c3ccccc3)CC2)cc1 | 8% | -14% | -4%[11.4 µM] | -15 | 7% | -6% | 0% | 8% | -1%
COc1cc(NC(=O)c2c(F)c(F)c(F)c(F)c2F)c(OC)cc1Cl | 12% | -24% | -1% | 3 | 1% | -3% | 3% | 9% | u
CCOc1ccc(OCC)c(NC(=O)C2CCN(c3nnc(-n4cccc4)s3)CC2)c1 | 14% | -5% | 3% | -1 | 6% | 6% | -1% | 7% | 1%
CCOC(=O)c1sc(NC(=O)CSc2n[nH]c(-c3ccncc3)n2)c(C#N)c1C | 0% | -3% | -12% | -5 | -2% | -8% | 3% | 1% | -11%
CCOc1ccc(NCCC#N)cc1 | -8%[57.1 µM] | -6% | -27% | 6 | 12%[57.1 µM] | 6% | -2% | 3% | -2%
Cc1cc(=O)n(Cc2ccccc2)c(O)c1C#N | -74%[2.29 µM] | -14% | -15% | 16 | 13%[2.29 µM] | -5% | 1% | 19% | -2%
Cc1onc(-c2c(Cl)cccc2Cl)c1C(=O)NCc1ccccn1 | 6%[57.1 µM] | -15% | 12% | 2 | 5%[57.1 µM] | 0% | -3% | 3% | -4%
O=C(c1cc(-c2ccc(Br)cc2)nc2ccccc12)N1CCN(c2ccccc2O)CC1 | 19%[57.1 µM] | -11% | 6% | 0 | -7% | -2% | -5% | -6% | 3%
Cc1ccc(C)c(CNS(=O)(=O)c2ccc3c(c2)C(C)(C)C(=O)N3C)c1 | 13% | -13%&0% | 2%&1% | -1&-2 | 5% | -12%&-7% | 3%&1% | 5%&-11% | -1%&-2%
COc1ccccc1NC(=O)C1=C(C)Nc2ncnn2C1c1cccs1 (stereo not drawn) | 21% | -6% | -2% | 0 | 8% | 1% | 0% | 2% | -3%
Cc1ccc2[nH]c(C(=O)NN=C3CCCCC3)c(-c3ccccc3)c2c1 | 8%[57.1 µM] | -10% | -11% | -7 | 5%[57.1 µM] | 12% | u | 1% | -7%
CCNC(=S)NNC(=O)c1cccn(Cc2ccc(Cl)cc2)c1=O | 4% | -15% | u | 2 | 11% | -13% | -10% | 2% | -6%
Cc1ccc(-c2nnc(-c3cccnc3)o2)cc1 | 16% | -7% | 16% | -4 | 14% | 0% | 5% | 0% | 1%
O=C(COc1ccccc1)Nc1cccc(-c2nc3ccccc3[nH]2)c1 | -15% | 3% | 7% | -4 | 4% | -15% | -13% | 8% | 1%
Cc1cc(C(=O)NC2CCCc3c2cnn3-c2ccc(C)c(C)c2)no1 (stereo not drawn) | -11% | -6% | 9% | -3 | -5% | -3% | 3% | -7% | 6%
Cc1cc(C)c(S(=O)(=O)N2CCCC(C(=O)N3CCOCC3)C2)c(C)c1 (stereo not drawn) | 25% | -17% | 11% | 2 | 6% | 2% | 2% | 4% | -10%
COC(=O)C1(CC2CC(c3ccncc3)=NO2)CCN(C(=O)OC(C)(C)C)CC1 (stereo not drawn) | 9%[57.1 µM] | -23% | 6% | 0 | -2%[57.1 µM] | 1% | 7% | -8% | -2%
COc1ccc(N(C)C(=O)c2cc3c(s2)-c2ccccc2OC3)c(OC)c1 | 8%[57.1 µM] | -13% | u | 0 | 10%[57.1 µM] | -1% | 1% | -7% | -3%
Cc1cc(C)n2nc(C(=O)NNC(=O)c3ccc(Cl)cc3)nc2n1 | 16% | -6% | -7% | 2 | 1% | 4% | -6% | 7% | 7%
CC1=[N+](CC(=O)c2ccccc2)CCn2cccc21 | 2%[57.1 µM] | -27% | -17% | -7 | -1%[57.1 µM] | u | 0% | 8% | 9%
COc1cccc(C(C(=O)NCC2CCCO2)N(C(=O)Cn2nnc3ccccc32)c2ccc(NC(C)=O)cc2)c1OC (stereo not drawn) | 7%[57.1 µM] | -19% | -14% | -6 | 8%[57.1 µM] | -4% | -2% | 9% | -3%
COc1ccc(S(=O)(=O)N=N/C=C2\C=CC=CN2O)cc1OC | x | 0% | x | -1 | x | 1% | 4% | 8% | -1%
CNC(=S)N/N=C/c1c(Cl)cccc1Cl | 16% | -13% | -15% | -1 | -4% | u | 0% | -4% | -5%
COc1ccccc1CNC(=O)CCn1c(=O)c2ccccc2n(CC(=O)Nc2cccc(Cl)c2)c1=O | 22% | -21% | -23% | -3 | 8% | -3% | -7% | -8% | -2%
Cc1cccc(NC(=O)CCC(=O)N2CCOCC2)n1 | 10% | -9% | -10% | -2 | 5% | -7% | 4% | 1% | -3%
CCNS(=O)(=O)c1ccc2c(c1)NCC2 | -6% | -15% | -24% | -4 | 10%[57.1 µM] | -8% | -1% | 4% | -3%
COc1ccc(S(=O)(=O)Cc2ccc(C(=O)NCc3ccco3)o2)cc1 | -3%[57.1 µM] | -16% | -20% | 1 | 3%[57.1 µM] | -1% | -3% | 9% | -5%
COc1ccc(CNC(=O)CCSCc2ccc(C)cc2)cc1 | 13%[57.1 µM] | -24% | 1% | -11 | 9%[57.1 µM] | 3% | 0% | 4% | 0%
CCCCc1ccc(NC(=O)CSc2nc(=O)[nH]c3c2CCCC3)cc1 | 0%[57.1 µM] | u | -18% | 1&3 | -5%[57.1 µM] | 0% | 3% | 19% | -2%
CC(C)C(c1nnnn1Cc1ccccc1)N(CCCO)Cc1cc2cc3c(cc2[nH]c1=O)OCO3 (stereo not drawn) | -24% | 4% | 29% | 2 | 8%[57.1 µM] | -18% | 1% | -1% | -5%
CCCN1CNc2c(c(=O)[nH]c(=S)n2CCc2cc(Cl)ccc2Cl)C1 | -1% | x | -4% | -6 | -2% | x | x | x | x
Cc1c(NC(=O)c2ccc(N3C(=O)C4C5C=CC(C5)C4C3=O)cc2)c(=O)n(-c2ccccc2)n1C (stereo not drawn) | -11% | -13% | 1% | 0 | -2% | -5% | 4% | 6% | -4%
O=C1O/C(=C\c2ccc(O)cc2)C(O)=C1c1ccc(O)cc1 | 0% | x | x | -2 | -6% | x | 0% | x | -2%
COc1ccc(NC(c2ccccc2)c2ccncc2)cc1 (stereo not drawn) | -10% | -10% | 7% | 5 | -3% | -1% | -1% | 6% | -2%
Cc1ccc2c(c1)N(C(=O)CCC(=O)NCCN1CCOCC1)CCO2 | 10%[57.1 µM] | -18% | -37% | 5 | 3%[57.1 µM] | 0% | 4% | 15% | -2%
CCn1c(SCc2cccnc2)nc2c1c(=O)n(C)c(=O)n2C | 29% | -15% | -3% | 0 | 9% | -1% | -1% | 1% | -5%
COC(=O)n1c(=O)oc2cc(S(=O)(=O)N3CCOCC3)ccc21 | 3% | -17% | -22% | -1 | 4% | -9% | -1% | -4% | -2%
Cc1cccc(N2CCN(C(=O)CCNS(=O)(=O)c3ccc4c(c3)CCC(=O)N4)CC2)c1C | 1% | -18% | 17% | 0 | 5% | 0% | 2% | 7% | -6%
COCCCNC(=O)c1ccc(NS(C)(=O)=O)cc1 | 7%[57.1 µM] | 7% | -5% | -9 | 3%[57.1 µM] | 2% | -2% | 2% | -4%
Cc1ccccc1-n1c(Cn2c(=O)sc3ccccc32)nnc1SCC(=O)N1CCOCC1 | 11%[57.1 µM] | -13% | -23% | -5 | 10%[57.1 µM] | -4% | -5% | 1% | -2%
Cc1ccc2onc(CNC(=O)NCc3cccc(Cl)c3)c2c1 | 11% | u | 11% | -6 | -4% | 1% | -1% | 7% | -4%
Cc1ccc([N+](=O)[O-])cc1NC(=O)CN(c1ccccc1)S(=O)(=O)N(C)C | 10% | -8% | 15% | -5 | -6% | -1% | 1% | -11% | -2%
CCCSc1oc(-c2ccco2)nc1S(=O)(=O)c1ccc(Cl)cc1 | 1% | -5% | -19% | 4 | 13%[2.29 µM] | -7% | -3% | -13% | -4%
O=C(NCCCn1ccnc1)c1cc(-c2ccncc2)nc2ccccc12 | 21%[57.1 µM] | 5% | -10% | -9 | 4%[57.1 µM] | 1% | 1% | 5% | -6%
CC(=O)c1cc(CC=C(C)C)c(O)c(CC=C(C)C)c1O | -1% | -21% | 6% | -4 | 0% | -14% | -11% | 1% | -7%
CC(=O)O[C@@H]1[C@H]2[C@@H](C[C@@H](C)[C@@H]3CCC(=O)[C@@]13C)OC(=O)[C@@H]2C | 7% | -13% | 17% | -9 | 1% | 2% | 1% | 7% | -1%
CC(=O)c1c(C)oc2ccc(O)c(CN3CCOCC3)c12 | 20% | -7% | 6% | 3 | 13% | -5% | -13% | 6% | -5%
CCOC(=O)N1CCN(C(=O)CSCc2ccccc2Cl)CC1 | 16%[57.1 µM] | -11% | -28% | -4 | -23%[57.1 µM] | 2% | 4% | 4% | 8%
CCc1ccc(N2CC(C(=O)OCc3nc4ccsc4c(=O)[nH]3)CC2=O)cc1 (stereo not drawn) | 2% | -1% | 25% | 1 | -2% | -3% | -2% | 0% | -3%
CC1(C)CC(=O)C=C(c2ccc(OC(F)(F)F)cc2)C1 | 21% | -23% | 12% | 2 | 2% | 7% | -1% | 18% | -2%
